Source: PubChem (several laboratories)
STEP inh = STEP (human) phosphatase inhibition. AID 588621. inhibition, % at 20 µM. recombinant STEP, OMFP fluorogenic substrate, fluorescence. P54829. hit rate 0.25% among 360,000;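 active means inhibition at 20 µM, scaled per plate between control wells, above about 37%, limit read from the data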;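 further: 0% = DMSO with enzyme and substrate and 100% = substrate only without enzyme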
Target sequence (P54829 whole entry, looked up): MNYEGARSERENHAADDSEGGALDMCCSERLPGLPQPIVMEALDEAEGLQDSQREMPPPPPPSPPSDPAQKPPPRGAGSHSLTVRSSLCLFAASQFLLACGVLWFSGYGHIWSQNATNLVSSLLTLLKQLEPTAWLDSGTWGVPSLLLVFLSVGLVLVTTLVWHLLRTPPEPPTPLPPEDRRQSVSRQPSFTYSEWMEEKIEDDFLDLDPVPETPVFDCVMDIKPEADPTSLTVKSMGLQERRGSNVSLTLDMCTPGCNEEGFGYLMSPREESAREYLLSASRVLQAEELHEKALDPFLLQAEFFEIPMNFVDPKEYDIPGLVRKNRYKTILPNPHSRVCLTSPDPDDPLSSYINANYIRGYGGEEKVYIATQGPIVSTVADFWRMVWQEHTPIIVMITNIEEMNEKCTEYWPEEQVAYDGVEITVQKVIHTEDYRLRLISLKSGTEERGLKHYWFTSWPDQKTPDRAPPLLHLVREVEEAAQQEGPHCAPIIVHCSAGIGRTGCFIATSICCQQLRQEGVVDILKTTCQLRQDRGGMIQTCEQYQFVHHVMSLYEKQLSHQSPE
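Also added – OMFP at 25 µM · Test system – STEP tyrosine phosphatase · Technique – FITC-channel fluorescence of OMFP product · Schedule – 20 min at room temperature, dark · Evaluation – control-normalized % inhibition with plate pattern correction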
DNMT1 block = DNMT1 (human) enzyme inhibition; hit rate 0.83% among 360,000; P26358; DNMT1 molecular beacon, Hinp1I cleavage, fluorescence; inhibition (reported as % activation of signal), % at 10 µM; in the data active means inhibition above about 50%
SUMO1 PPI mod = SUMO1-SIM interaction modulation | inhibition, % at 20 µM | AID 602429 | hit rate 0.33% among 360,000 | SUMO1 binding to a labelled peptide, TR-FRET, 1 h | P63165; in the data active means inhibition above about 37%
Target sequence (P63165 whole entry, looked up): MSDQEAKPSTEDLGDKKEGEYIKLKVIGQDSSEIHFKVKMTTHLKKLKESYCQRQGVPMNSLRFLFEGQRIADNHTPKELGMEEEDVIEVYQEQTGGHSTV
Tb MetRS inh = blocks T. brucei methionyl-tRNA synthetase activity. purified T. brucei MetRS, ATP depletion, Kinase-Glo luminescence. inhibition, % at 11.9 µM. hit rate 0.4% among 360,000;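 active means inhibition above a per-plate cutoff of the control wells' mean inhibition plus 3 SD, cut at about 5.5% in these data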;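 further: 0% = DMSO wells median and 100% = median of wells with control inhibitor compound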
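Assay system: T. brucei methionyl-tRNA synthetase, purified | Medium: HEPES buffer with MgCl2, KCl, DTT, spermine, BSA, pyrophosphatase | Compound: 11.9 µM single point | Incubation: 15 min enzyme-compound preincubation, 2 h reaction, 10 min detection, 25 °C | Measured by: Kinase-Glo luciferase luminescence reporting remaining unconsumed ATP | Measure: % inhibition normalized to control-well medians | Replication: Singlicate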
Scp1 inh = inhibitors of human Scp-1 phosphatase | Q9GZU7 | Recombinant Scp1, phosphopeptide, malachite green phosphate absorbance | inhibition, % at 20 µM | hit rate 0.88% among 340,000 | AID 493091;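 active means inhibition above about 50% at 20 µM, limit read from the data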;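 further: plate controls were DMSO wells with enzyme for no effect and wells lacking enzyme for full effect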
Target sequence (Q9GZU7 76-261 limits assumed): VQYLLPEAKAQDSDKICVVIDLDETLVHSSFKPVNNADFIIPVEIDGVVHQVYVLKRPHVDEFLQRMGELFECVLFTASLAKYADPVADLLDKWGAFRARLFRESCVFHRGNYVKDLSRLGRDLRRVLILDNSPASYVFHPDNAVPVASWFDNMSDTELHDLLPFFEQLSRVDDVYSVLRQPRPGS
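Material – SCP-1 phosphatase catalytic domain, residues 76-261 · Buffer or medium – Acidic Tris acetate buffer with magnesium and detergent · Also added – Phospho 17-mer peptide substrate · Compound – single 20 µM dose, 1% DMSO · Times – 45 min room-temperature reaction, 5 min colour, 30 min stabiliser · Technique – Phosphate-binding colour reagent, absorbance read at 630 nm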
bovine MsrA act = bovine methionine sulfoxide reductase A activation; purified bovine MsrA, absorbance read-out; activation, % at 10.6 µM; hit rate 0.3% among 360,000; AID 602163; in the data active means activation above about 7.5%;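 further: 0% = vehicle and 100% = reference activator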
MsrA inh = inhibitors of bovine MsrA; AID 651718; inhibition, % at 15.5 µM; hit rate 0.75% among 360,000; purified bovine MsrA, absorbance read-out; in the data active means inhibition above about 4.5%;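 further: 0% = vehicle wells with enzyme and 100% = reference inhibitor wells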
NRP1-CendR mod = NRP-1/CendR interaction modulation; FAM-RPARPAR peptide binding to NRP-1, fluorescence polarization; O14786; inhibition, % at 25 µM; hit rate 0.85% among 360,000;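 active means inhibition or corrected inhibition above about 18%, plus a signal ratio from 0.5 to 1.5, limit read from the data, passing the limit was not always enough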; further: strong numbers were not always called active
LMPTP inh = blocks human LMPTP phosphatase; recombinant LMPTP-A, OMFP fluorogenic substrate, fluorescence intensity; inhibition, % at 20 µM; hit rate 0.22% among 360,000; AID 651560;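 active means compounds that cut the enzyme signal by at least half of the control window in the single-dose screen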;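 further: plate controls were DMSO wells with enzyme plus substrate for no effect and substrate without enzyme for full effect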
Target sequence (P24666 whole entry, looked up): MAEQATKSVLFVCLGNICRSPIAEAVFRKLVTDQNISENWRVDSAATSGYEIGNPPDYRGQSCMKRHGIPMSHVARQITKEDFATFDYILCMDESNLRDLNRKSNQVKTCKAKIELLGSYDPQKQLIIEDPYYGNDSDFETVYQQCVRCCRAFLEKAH
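Buffer or medium: Bis-Tris pH 6.0, DTT, detergent; Assay system: LMPTP-A enzyme; Quantity: 0.625 nM enzyme; Detection: endpoint fluorescence intensity; Times: 50 min dark incubation at room temperature; Controls: substrate-only low control, DMSO enzyme-plus-substrate high control; Doses: single 20 µM dose; Read-out: percent inhibition versus substrate-only and uninhibited controls; Reagent: 400 µM OMFP.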
E coli Lon inh = inhibitors of E. coli Lon protease; P0A9M0; purified E. coli Lon protease, fluorescence polarization; inhibition, % at 7.94 µM; hit rate 0.42% among 360,000; in the data active means inhibition above about 13%, passing the limit was not always enough;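 further: 0% = enzyme with probe and DMSO and 100% = no enzyme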
* = called active by the depositor; / = no result given.

SMILES	STEP inh	DNMT1 block	SUMO1 PPI mod	Tb MetRS inh	Scp1 inh	bovine MsrA act	MsrA inh	NRP1-CendR mod	LMPTP inh	E coli Lon inh
COc1ccc(CC(=O)OCC(=O)Nc2ncc(Cl)c(C)c2Cl)cc1	0	5	7	-0.1	7	-10	-1.6	-6	-1.5	1
COc1ccc(/C(N)=N/OC(=O)Cc2cccs2)cc1	-1	-1	0	-1.4	-2	-11	-1.7	-10	-0.4	10
Brc1ccc(C2Nc3cccc4cccc(c34)N2)cc1	2	-27	-4	-1.0	5	-1	0.4	-10	2.4	4
CC(C)(C)OC(=O)N1CCCC(C(=O)Nc2ccc(C(=O)N3CCOCC3)cc2)C1 (centres undefined)	-3	11	4	-0.3	-6	-1	-0.1	0	-1.3	-7
COc1ccc(-c2cc(C(=O)Nc3ccc(S(=O)(=O)Nc4ncccn4)cc3)c3ccccc3n2)cc1	-1	-1	-4	-0.3	6	-3	2.2	-12	3.7	6
CCN(CC(=O)Nc1ccc(NC(C)=O)cc1)C(=O)c1cccc(Oc2ccccc2)c1	1	1	1	-0.4	-9	1	-0.1	-3	-0.5	-16
O=C(Nc1ccccn1)c1ccco1	-3	5	-1	0.0	-13	0	-0.3	-6	-1.1	3
COc1ccccc1C(=O)Nc1cccc(Oc2c(F)c(F)c(F)c(F)c2F)c1	8	-5	3	-0.8	-18	-8	0.8	-7	4.7	5
COc1ccccc1NC(=O)/C(C#N)=C/c1c(C)nn(-c2ccc(F)cc2)c1Cl	-1	0	2	-0.9	1	-8	-0.6	-1	-0.9	-1
CCOc1cc(/C=N/NC(=S)Nc2ccccc2C(F)(F)F)ccc1OCC(=O)N1CCOCC1	3	-1	-9	-1.0	3	-9	2.6	6	0.2	2
Cc1ccc(C(=O)COC(=O)CN2C(=O)C3CC=CCC3C2=O)cc1[N+](=O)[O-] (centres undefined)	-1	3	-8	-0.5	-5	-10	-0.1	-7	-0.1	-16
Cc1cc(NC(=O)c2cc3n(n2)C(C(F)(F)F)CC(c2ccco2)N3)n(-c2ccccc2)n1 (centres undefined)	-3	-3	1	-0.5	1	1	-0.6	18	1.3	3
NC(=O)c1ccc[n+](Cc2ccc(-c3ccccc3)cc2)c1	-1	4	-19	-0.3	-9	-2	-0.5	0	2.4	0
CN(C(=O)CCN1C(=O)S/C(=C\c2ccccc2)C1=O)C1CCS(=O)(=O)C1 (centres undefined)	4	3	-30	-0.1	-9	-3	0.8	6	-2.5	12
CCn1c(SCC(=O)N2CCCc3ccccc32)nnc1-c1cccs1	0	1	1	-1.0	-4	-7	1.5	7	-0.4	2
C=CCOc1ccc(C2C(C(=O)c3ccc(C)o3)=C(O)C(=O)N2Cc2cccnc2)cc1 (centres undefined)	3	-1	-6	0.0	12	-3	0.6	6	1.1	-12
COc1ccc(NC(=O)C2CC(=O)N(c3ccccc3Cl)C2)c(OC)c1 (centres undefined)	-2	1	-5	-0.7	-3	-8	0.3	16	-1.5	-4
O=C(Cn1c(=O)cnc2ccccc21)Nc1cc(Cl)ccc1N1CCOCC1	12	40	-12	-0.3	53*	-1	0.9	-36	1.0	-39
COC(=O)c1cc(S(=O)(=O)Nc2cccc(OC)c2)cn1C	2	4	6	0.0	-10	-1	0.3	2	0.5	-4
O=C(Nc1ccc(S(=O)(=O)NCCc2ccccc2)cc1)c1ccncc1	-3	-3	5	-0.2	-8	-2	0.6	-4	-0.4	3
C[C@H]1CN([C@@H](C)CO)C(=O)CCCn2nncc2CO[C@@H]1CN(C)C(=O)c1ccccc1	0	10	0	-1.0	/	-6	0.7	7	-2.7	2
O=C(O)c1cccc(S(=O)(=O)Nc2ccc(O)cc2Sc2nc3ccccc3s2)c1	-1	-7	17	-0.5	-10	-4	-0.3	-2	-0.4	9
C/C(=N\NC(=O)c1nnn(-c2nonc2N)c1CN1CCCCCC1)c1ccc(Br)cc1	0	2	-2	-1.2	-7	-10	-0.7	9	-0.1	6
COc1ccc([C@@H]2[C@@H]3C(=O)N(C(C)(C)C)C(=O)[C@@H]3[C@]3(C)C(=O)N(c4ccccc4)C(=O)N23)cc1	0	2	-5	-0.4	9	-10	-0.6	-6	-1.6	-2
CN1CCN(C2CN(Cc3cn(Cc4ccccc4F)nn3)S(=O)(=O)C2)CC1 (centres undefined)	-1	-1	8	-0.2	/	-5	0.8	5	-4.7	-8
Other compounds:
SMILES	STEP inh	DNMT1 block	SUMO1 PPI mod	Tb MetRS inh	Scp1 inh	bovine MsrA act	MsrA inh	NRP1-CendR mod	LMPTP inh	E coli Lon inh
Cc1ccc(N2CC(C(=O)Nc3cccnc3)CC2=O)cc1 (centres undefined)	1	2	-2	-0.2	-5	-5	0.6	-10	-1.3	13
Cc1ccc(NC(=O)CN(c2cc(C)cc(C)c2)S(=O)(=O)c2c(C)noc2C)nc1	-3	4	6	-0.9	-6	-2	-0.8	-3	2.4	-1
CCOc1ccc(N(C(=O)Nc2ccccc2)C2=NCCC2)cc1	0	0	0	0.0	-6	-2	-0.5	6	0.2	-1
COc1ccc2c(c1)CCCC21NC(=O)N(CC(N)=O)C1=O (centres undefined)	-1	-1	3	0.2	-8	-2	0.2	1	1.2	-2
CCCCCn1c(CCNC(=O)CCC)nc2ccccc21	0	3	1	-0.2	-5	-1	-0.2	-2	0.5	-2
CN(C)S(=O)(=O)c1cccc(NC(=O)c2cc(-c3cccs3)nc3ccccc23)c1	0	-7	-8	-0.2	-4	-6	2.3	-10	2.8	2
c1ccc(-c2nc3ccccc3nc2N2CCOCC2)cc1	0	2	-19	-0.5	-19	6	1.5	-3	0.8	5
Cn1nc(C(C)(C)C)c([N+](=O)[O-])c1C(=O)NC(C)(C)C	0	10	1	-1.5	-1	-9	-0.8	15	0.4	4
CN1C(=O)CC(C(=O)O)SC1=Nc1cccc(C(F)(F)F)c1 (centres undefined)	-1	2	-1	-0.5	-13	0	-0.3	5	-1.3	-6
O=C(c1ccco1)N1CCN(Cc2nc3ccccc3[nH]2)CC1	-2	-7	3	0.1	8	-3	0.3	-27	2.1	1
COc1cccc(/C(C)=N/Nc2ncc(Cl)cc2Cl)c1	-1	3	-5	-1.5	2	-8	5.2*	3	-1.2	-1
O=C(N=Nc1c(O)[nH]c2ccccc12)c1ccccc1NS(=O)(=O)c1cccs1	1	-2	-1	-0.9	-6	-11	4.8*	8	0.6	0
Cc1cc(C)c2nc(SCC(=O)NC(=O)c3cccn3C)cc(C)c2c1	0	-4	0	0.0	3	0	-0.4	1	2.0	8
CC1CCCCN1C(=O)CCNC(=O)Cn1cnc2ccccc2c1=O (centres undefined)	-1	1	2	-0.2	-4	-2	-0.2	0	0.5	0
Cc1cc(N2CCCCC2)nc2c(C)cccc12	2	-2	1	0.7	-9	-4	1.1	8	2.2	-7
CN(C)c1ccc(-n2cccc2/C=C2/SC(=Nc3ccc(F)cc3)NC2=O)cc1	0	43	-3	0.4	13	0	-1.0	-1	0.5	-3
O=c1c2ccccc2n2c(-c3ccc(F)cc3)nnc2n1Cc1ccccc1	0	8	-2	-0.8	-5	-1	-0.5	-4	7.6	-8
O=C1CN(S(=O)(=O)c2ccccc2)CCN1S(=O)(=O)c1ccccc1	-1	18	-2	0.4	-5	-3	-0.7	-1	-2.7	7
Cc1cccc(C(=O)Nc2ccc(N3CCN(S(C)(=O)=O)CC3)cc2)c1	0	1	-1	0.4	-7	-2	-1.3	14	2.0	-3
CC(=O)c1cc(-c2ccccc2)n(CC(=O)Nc2cccc(C)c2C)c1C	0	16	2	-0.3	-5	-3	0.2	6	-1.1	-5
CC(C)(C)c1ccc(C(=O)NCc2ccccc2)cc1	2	6	-5	-0.7	-12	-1	0.5	3	-1.3	-4
COc1cc(OC)c(C(=O)Nc2ccc3ccccc3c2)cc1OC	3	-4	-4	-0.2	-7	-2	/	4	1.9	-11
Cc1n[nH]c(C)c1S(=O)(=O)N1CCN(S(=O)(=O)c2ccccc2C#N)CC1	0	10	-1	-0.9	7	-13	0.9	-8	-1.5	-4
O=C(NC(=S)Nc1ccccc1Br)c1cccnc1	-1	0	0	0.7	-6	2	-0.2	3	-1.4	-11
Cc1ccc(S(=O)(=O)Oc2cc(N)c3c(n2)CCC3)cc1	-3	-1	-1	-1.0	6	-6	0.7	3	-0.1	-2
Later entries.
SMILES	STEP inh	DNMT1 block	SUMO1 PPI mod	Tb MetRS inh	Scp1 inh	bovine MsrA act	MsrA inh	NRP1-CendR mod	LMPTP inh	E coli Lon inh
O=C(N/N=C/c1ccc(OC(=O)c2cccs2)cc1)c1cccc(F)c1	43*	64*	-2	0.5	95*	-3	/	-5	68*	0
CN(C)S(=O)(=O)c1cccc(NC(=O)COC(=O)c2cc(=O)c3ccccc3o2)c1	0	-1	-10	2.0	3	-8	0.6	4	-0.3	6
CN1CCN(C(=O)c2cc3nc(-c4ccco4)cc(C(F)(F)F)n3n2)CC1	-5	-2	-10	0.7	-5	-8	3.0	-5	0.2	-7
Cc1ccccc1NS(=O)(=O)c1ccc(C(=O)N2CCCC2)cc1	0	-2	-6	-0.1	-3	-2	-1.3	5	0.6	0
Cc1ccc(S(=O)(=O)N[C@H](C(=O)OCC(=O)NC(=O)C2CCCCC2)C(C)C)cc1	2	-5	7	-0.2	-3	0	-0.2	10	0.0	1
Cc1onc(-c2c(Cl)cccc2Cl)c1C(=O)Nc1ccc(N2CCOCC2)cc1	-1	11	3	0.0	-5	-2	1.3	-4	1.3	-9
C[C@H]1CN([C@@H](C)CO)C(=O)CCCn2cc(nn2)CO[C@@H]1CN(C)C(=O)Nc1ccc(N2CCN(C)CC2)cc1	0	7	-3	-0.9	/	0	2.6	21*	-0.9	-5
C[C@H](CO)N1C[C@H](C)[C@@H](CN(C)Cc2cncnc2)Oc2cc(Br)ccc2S1(=O)=O	-1	4	2	0.4	/	-1	-0.1	2	-1.1	6
COc1ccc(/C=C/C(=O)OCC(=O)N2c3ccccc3CC2C)c(OC)c1 (centres undefined)	-2	-6	1	-0.3	/	-4	0.2	-8	4.0	14*
CC1=C(C(=O)OCCOC(C)C)C(c2cccc3ccccc23)NC(=O)N1 (centres undefined)	0	10	20	-0.2	-7	-1	-0.6	-8	-0.8	8
O=C(Nc1ccc2c(c1)ncn2C1CCCCC1)c1ccco1	-3	-1	0	-0.1	-4	-3	2.7	-5	-1.1	-2

Two of these compounds, set out differently.
CC1=C(C(=O)OCCOC(C)C)C(c2cccc3ccccc23)NC(=O)N1 (centres undefined)
  STEP inh = 0
  DNMT1 block = 10
  SUMO1 PPI mod = 20
  Tb MetRS inh = -0.2
  Scp1 inh = -7
  bovine MsrA act = -1
  MsrA inh = -0.6
  NRP1-CendR mod = -8
  LMPTP inh = -0.8
  E coli Lon inh = 8

O=C(Nc1ccc2c(c1)ncn2C1CCCCC1)c1ccco1
  STEP inh = -3
  DNMT1 block = -1
  SUMO1 PPI mod = 0
  Tb MetRS inh = -0.1
  Scp1 inh = -4
  bovine MsrA act = -3
  MsrA inh = 2.7
  NRP1-CendR mod = -5
  LMPTP inh = -1.1
  E coli Lon inh = -2
